Screening results: PubChem BioAssay, The Scripps Research Institute Molecular Screening Center
TAAR1 agonist: agonists of human TAAR1; Q96RJ0; CHO RD-HGA16 TAAR1, Fluo-8 calcium fluorescence; vehicle wells 0%, saturating PEA agonist 100%; activation, % at 3 µM; actives 0.99% (n = 360,000); AID 624467;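 active means activation above the mean activation of all test compounds in the run plus 3 SD, cut at about 38% in these data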
Target sequence (Q96RJ0 whole entry, looked up): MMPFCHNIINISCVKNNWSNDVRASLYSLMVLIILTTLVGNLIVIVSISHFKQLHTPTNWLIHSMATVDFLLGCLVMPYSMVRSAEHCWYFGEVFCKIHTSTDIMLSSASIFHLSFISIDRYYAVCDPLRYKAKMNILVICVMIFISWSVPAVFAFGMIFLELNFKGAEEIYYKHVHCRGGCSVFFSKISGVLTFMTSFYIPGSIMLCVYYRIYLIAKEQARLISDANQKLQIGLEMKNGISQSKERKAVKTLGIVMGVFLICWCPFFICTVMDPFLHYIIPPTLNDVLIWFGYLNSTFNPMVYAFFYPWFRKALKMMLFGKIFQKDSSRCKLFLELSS
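Test system: RD-HGA16 (CHO) cells co-expressing Gα16 and hTAAR1; dosing: one-point dosing at 3 µM (nominal); timing: 17-24 h seeding, 75 min 37 °C dye, 30 min RT; signal: kinetic Fluo-8 calcium fluorescence; read-out basis: % activation relative to PEA EC100 response; controls: DMSO and PEA EC100; replicates: n 1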
CHO-K1 Ca antag: nonselective inhibitor or artifact in parental CHO-K1 cells | ATP-induced calcium, Fluo-8 fluorescence | inhibition, % at 3 µM | actives 0.6% (n = 360,000) | AID 602250;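 active means inhibition above a per-plate cutoff, the plate's mean sample inhibition plus 3 SD, cut at about 24% in these data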;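 further: 0% = DMSO plus EC80 ATP and 100% = DMSO alone without ATP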
TAAR1 antagonist: human TAAR1 antagonism. CHO RD-HGA16 TAAR1, Fluo-8 calcium fluorescence, antagonist. Q96RJ0. inhibition, % at 3 µM. AID 624466. actives 1.5% (n = 360,000);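 active means inhibition above a per-plate cutoff, the mean inhibition of test compounds on that plate plus 3 SD, cut at about 49% in these data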;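 further: 0% = DMSO plus EC80 beta-PEA response and 100% = DMSO alone without agonist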
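Test system: RD-HGA16 CHO cells with stable hTAAR1 and Gα16 / Probe or stimulus: EC80 β-phenethylamine stimulus / Times: seeding 17-24 h prior, 75-min 37 °C, 30-min RT dye loading / Detection: Fluo-8 calcium-sensitive fluorescence / Read-out basis: % inhibition scaled between DMSO and EC80 PEA controls / Repeats: singlicate, one well per test compound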
CHO-K1 Ca PAM: nonselective activator or artifact in parental CHO-K1 calcium assay; ATP EC20, Fluo-8 calcium fluorescence; 0% at ATP EC20, 100% at ATP max; activation, % at 3 µM; actives 0.02% (n = 360,000);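 active means activation above the run cutoff, the mean activation of all test compounds plus 3 SD, cut at about 40% in these data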;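 further: peak over basal fluorescence ratio in a 140 s read after ATP addition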
M1 antag: antagonists of human M1 muscarinic receptor | P11229 | AID 588852 | CHO-K1 hM1, Fluo-8 calcium fluorescence, ACh EC80 antagonist | actives 1.3% (n = 360,000) | inhibition, % at 3 µM;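 active means percent inhibition above its own plate's cutoff, namely the mean of that plate's compound wells plus 3 SD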;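 further: peak over basal fluorescence ratio during 140 s after agonist addition; 0% = ACh EC80 plus DMSO and 100% = DMSO alone without agonist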
Target sequence (P11229 whole entry, looked up): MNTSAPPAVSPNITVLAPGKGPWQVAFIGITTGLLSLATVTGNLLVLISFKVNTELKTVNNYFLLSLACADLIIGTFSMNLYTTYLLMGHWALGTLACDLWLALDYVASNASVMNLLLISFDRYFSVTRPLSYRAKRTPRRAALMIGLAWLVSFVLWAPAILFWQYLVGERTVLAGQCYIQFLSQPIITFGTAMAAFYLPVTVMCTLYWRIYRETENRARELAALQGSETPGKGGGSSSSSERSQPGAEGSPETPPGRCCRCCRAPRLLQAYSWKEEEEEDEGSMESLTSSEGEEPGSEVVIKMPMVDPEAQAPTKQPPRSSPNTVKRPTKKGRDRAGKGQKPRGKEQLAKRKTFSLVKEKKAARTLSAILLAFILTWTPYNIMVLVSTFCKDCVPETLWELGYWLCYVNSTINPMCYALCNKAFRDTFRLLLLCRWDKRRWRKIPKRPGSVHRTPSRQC
CHO-K1 Ca ag: nonselective activator or artifact in parental CHO-K1 cells; activation, % at 3 µM; actives 0.48% (n = 360,000); AID 602248; Fluo-8 calcium fluorescence; scaled to maximal ATP response, vehicle zero; in the data active means activation above about 15%;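 further: untransfected CHO-K1 host cells lacking M1 receptor as counterscreen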
CHO parental Ca: counter-screen: ATP calcium response change in parental CHO cells; parental CHO-K1, ATP-induced calcium, Fluo-8 fluorescence; inhibition, % at 5.6 µM; actives 0.63% (n = 330,000); AID 463079;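 active means inhibition above that plate's mean sample inhibition plus 3 SD, cut at about 26% in these data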;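 further: 0% = ATP-challenged DMSO wells and 100% = DMSO wells without ATP; some compounds past the cut are filed as inactive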
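Material – parental CHO cells · Reagent – ATP stimulus · Compound – single nominal dose of 5.6 µM per compound · Detection – Fluo-8 fluorescence · Read-out basis – percent inhibition of calcium signal · Controls – ATP-challenged DMSO wells low, unchallenged DMSO wells high · Repeats – no replicates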
CHRM1 PAM: potentiates human M1 receptor response to acetylcholine. activation, % at 3 µM. CHO-K1 hM1, Fluo-8 calcium fluorescence, ACh EC20; 0% = ACh EC20, 100% = maximal ACh. AID 588819. actives 0.088% (n = 360,000). P11229; in the data active means activation above about 19%, passing the limit was not always enough
M1 ag: human M1 muscarinic receptor agonism; actives 0.33% (n = 360,000); AID 588814; CHO-K1 hM1, Fluo-8 calcium fluorescence, agonist mode; 0% DMSO, 100% acetylcholine EC100; activation, % at 3 µM;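 active means activation above the run's mean compound activation plus 3 SD, cut at about 16% in these data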;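 further: peak over basal fluorescence ratio within a 140 s kinetic read after compound addition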
* = called active by the depositor; . = not tested or not shown.

1. CC12CCC(=O)N1C(C(=O)OCC(=O)Nc1cc(S(=O)(=O)N3CCCCC3)ccc1Cl)CS2 (stereo not given)
2. CCC[C@H]1CN(c2ccc(OC)cc2)C(=O)[C@@H]1CC(=O)NC
3. CC1CCN(CC(=O)Nc2cccc([N+](=O)[O-])c2)CC1
4. Nc1ccc(S(=O)(=O)NCC2CCCCO2)cc1 (stereo not given)
5. NS(=O)(=O)c1ccc(NC(=O)C2Cc3ccccc3C(=O)O2)cc1 (stereo not given)
6. O=C(CCc1c[nH]c2ccccc12)Nc1ccc(S(=O)(=O)Nc2ncccn2)cc1
7. COc1ccc(-n2c(-c3ccc(Cl)cc3)c[n+]3c2CCCCC3)cc1
8. O=C(Nc1ccccc1)ON=C1c2ccccc2-c2ccccc21
9. Cc1nc2sc(C(c3cccc(F)c3)N3CCOCC3)c(O)n2n1 (stereo not given)
10. Cc1c(C(Nc2ccccn2)c2ccccc2)c(=O)n(-c2ccccc2)n1C (stereo not given)
Screen / compound no.	1	2	3	4	5	6	7	8	9	10
TAAR1 agonist	28	1	.	3	7	0	0	2	2	10
CHO-K1 Ca antag	-9	16	-12	-13	-1	4	-5	-6	22	0
TAAR1 antagonist	22	0	.	1	-5	-3	-28	-16	-11	-4
CHO-K1 Ca PAM	18	-8	7	8	4	-8	-5	4	-3	-2
M1 antag	1	-7	1	-21	4	-17	2	-2	-2	-11
CHO-K1 Ca ag	13	-0.2	0.1	1.0	-0.3	0.4	0.5	0.2	0.0	0.5
CHO parental Ca	-12	.	-11	.	-4	1	-9	2	-15	5
CHRM1 PAM	-6	2	-2	13	-5	13	2	-1	11	-3
M1 ag	-7	-3	-6	0	-3	-7	-8	-5	2	-1

Full records as entered above. Order of screens: TAAR1 agonist | CHO-K1 Ca antag | TAAR1 antagonist | CHO-K1 Ca PAM | M1 antag | CHO-K1 Ca ag | CHO parental Ca | CHRM1 PAM | M1 ag
O=C(Nc1ccccc1)ON=C1c2ccccc2-c2ccccc21 reads 2 | -6 | -16 | 4 | -2 | 0.2 | 2 | -1 | -5
Cc1c(C(Nc2ccccn2)c2ccccc2)c(=O)n(-c2ccccc2)n1C (stereo not given) reads 10 | 0 | -4 | -2 | -11 | 0.5 | 5 | -3 | -1
Cc1nc2sc(C(c3cccc(F)c3)N3CCOCC3)c(O)n2n1 (stereo not given) reads 2 | 22 | -11 | -3 | -2 | 0.0 | -15 | 11 | 2
CC1CCN(CC(=O)Nc2cccc([N+](=O)[O-])c2)CC1 reads . | -12 | . | 7 | 1 | 0.1 | -11 | -2 | -6
CC12CCC(=O)N1C(C(=O)OCC(=O)Nc1cc(S(=O)(=O)N3CCCCC3)ccc1Cl)CS2 (stereo not given) reads 28 | -9 | 22 | 18 | 1 | 13 | -12 | -6 | -7

Additional records.
11. Cc1ccc(/C=C2/C(=O)N(c3ccccc3)C(=S)N2C)o1
12. Cn1c(CN2CCOCC2)nnc1SCC(=O)Nc1nccs1
13. Cc1cc(C)nc(SCC(=O)N2CCc3ccccc32)n1
14. OCCN(CCO)Cc1ccc(Br)cc1
15. COC(=O)c1cc(C)sc1NC(=O)C1CC(=O)NN1Cc1ccccc1 (stereo not given)
16. Cc1[nH]c2ccccc2c1/C=C(\C#N)C(=O)NC1CC1
17. COc1ccc(CCC(=O)NNC(=O)c2ccc(OC)cc2)cc1
18. FC(F)(F)c1cnc2c(-c3ccc(Cl)cc3Cl)noc2c1
19. COc1ccc(OC)c(-c2nc(CN3CCN(C(=O)c4ccco4)CC3)c(C)o2)c1
20. CC[C@]12c3[nH]c4ccc(Cl)cc4c3CCN1C(=O)[C@@H](CC(=O)NCCc1ccccn1)C[C@@H]2C(=O)N1CCN(C(=O)C2CC2)CC1
Screen / compound no.	11	12	13	14	15	16	17	18	19	20
TAAR1 agonist	4	0	0	6	0	1	3	6	9	5
CHO-K1 Ca antag	25*	2	-7	-6	10	5	-16	-4	-12	-12
TAAR1 antagonist	-4	9	-3	-7	-9	3	-12	14	-17	-17
CHO-K1 Ca PAM	-16	5	-1	17	-8	20	-7	5	10	6
M1 antag	-10	-7	-4	5	15	-4	-3	-3	-6	-10
CHO-K1 Ca ag	-0.1	0.5	0.8	0.2	0.0	1.2	0.1	0.2	0.5	0.3
CHO parental Ca	-9	1	-5	-1	-17	-10	7	-7	-30	-8
CHRM1 PAM	9	5	3	-7	-5	7	2	8	2	5
M1 ag	-4	-2	-3	0	-6	0	-3	-2	-4	-3

21. Cc1cccc(NS(=O)(=O)c2ccc(C)c(C(=O)NCC(c3ccccc3)N(C)C)c2)c1 (stereo not given)
22. COc1ccc(C(=O)Nc2cc3c4c(c2)C(C)C(=O)N4CCC3)cc1 (stereo not given)
23. C#CCOCCOCCOCCNc1nc(N2CCN(C(=O)Cn3cc(CCCN=C(N)N)nn3)CC2)nc(N2CCN(C(=O)[C@H](CCCCN)n3cc(CC(C)O)nn3)CC2)n1 (stereo not given in full)
24. CC1CCC2(CC1)NC(=O)N(CC(=O)Nc1ccc3c(c1)OCCO3)C2=O (stereo not given)
25. O=C(NC1CC1)C1=C[C@H](c2ccccc2)C[C@H](OCc2ccc(CO)cc2)O1
26. CCOC(=O)c1c(N/C=C(\C#N)c2nc(-c3ccc(OC(C)=O)cc3)cs2)sc2c1CCC2
27. CCN(CC)CCCNC(=S)Nc1ccc(Br)cc1
28. CC1(c2ccccc2Cl)NC(=O)N(CC(=O)NC(=O)NCc2ccco2)C1=O (stereo not given)
29. CCN(CC)S(=O)(=O)c1ccc(N2CCCC2)c(NC(=O)Cc2c(F)cccc2Cl)c1
30. Cc1cc(S(=O)(=O)N2CCCOC2CNC(=O)C(=O)NCCc2ccco2)ccc1F (stereo not given)
Screen / compound no.	21	22	23	24	25	26	27	28	29	30
TAAR1 agonist	17	2	1	-1	18	1	8	3	-1	0
CHO-K1 Ca antag	-9	1	-2	21	-13	-7	-12	-9	-8	-7
TAAR1 antagonist	-2	-8	-3	-3	1	-37	-3	-9	-12	-12
CHO-K1 Ca PAM	10	-17	16	-14	16	7	15	24	17	12
M1 antag	-6	-2	6	10	-6	-29	-7	-5	-16	-8
CHO-K1 Ca ag	2.5	0.2	5.0	2.5	-0.2	0.4	0.9	0.4	1.4	2.8
CHO parental Ca	-17	-18	-6	-12	-2	.	-1	-10	-24	-18
CHRM1 PAM	8	3	3	-9	14	18	4	7	14	-1
M1 ag	-2	-3	-8	0	-4	0	-5	-3	1	-3

31. Cc1sc2ncn(C(C)C(=O)OC3CCCCC3)c(=O)c2c1C (stereo not given)
32. COc1cc(C2NC(=S)NC(c3ccccc3)=C2C(C)=O)cc(Cl)c1OCC(=O)O (stereo not given)
33. CCN(CC)c1ccc(NC(=O)c2cccc(C)c2)cc1S(=O)(=O)Nc1ccccc1OC
34. O=c1[nH]c2ccccc2n2c(-c3ccccc3)nnc12
35. C/C(=N/NC(=O)c1ccco1)c1cccc(NC(=O)c2ccc(C)s2)c1
36. COc1cccc(CNC(=O)CCS(=O)(=O)c2cccc3nsnc23)c1
37. Cc1cc(C(=O)CS(=O)(=O)c2ccccc2)cc(C)c1O
38. COc1ccccc1OC(=O)c1ccc(SC)cc1OC
39. CCCN(CCC(=O)Nc1ccccc1F)CC1CC1
40. C[C@@H]1CCCCO[C@H](CN(C)C(=O)Nc2ccc3c(c2)OCO3)[C@@H](C)CN([C@H](C)CO)C(=O)c2cc(NS(=O)(=O)c3ccc(F)cc3)ccc2O1
Screen / compound no.	31	32	33	34	35	36	37	38	39	40
TAAR1 agonist	14	9	1	4	0	7	6	7	9	3
CHO-K1 Ca antag	-9	-10	7	-7	-4	3	-5	-4	-10	-6
TAAR1 antagonist	5	-23	-7	-5	4	-11	-6	5	9	-15
CHO-K1 Ca PAM	10	29	1	19	19	9	-3	5	25	3
M1 antag	-23	-3	6	-13	-2	3	-22	-20	-1	-16
CHO-K1 Ca ag	0.6	2.5	0.8	1.0	0.4	-0.3	1.7	-0.5	0.3	0.5
CHO parental Ca	-26	-7	-17	-10	-9	-3	-13	-19	-20	.
CHRM1 PAM	-4	5	1	5	1	3	16	1	-3	11
M1 ag	-5	-4	-4	-1	-5	-4	-2	-3	-5	-8

41. Nn1c(SCC(=O)NCCC2=CCCCC2)nnc1-c1cccnc1
42. Cc1ccc2nc(N3CCN(S(=O)(=O)c4ccc(C)c(Cl)c4)CC3)c(C#N)cc2c1
43. COc1cc(NC(=O)c2cccs2)c(C(=O)OCC(=O)c2cc(C)n(-c3ccccc3)c2C)cc1OC
44. N#Cc1ccc(S(=O)(=O)NC[C@H]2O[C@@H](n3ccc(N)nc3=O)[C@H](O)[C@@H]2O)cc1
45. CCOC(=O)C1(C)CCCCCN1C(=O)c1csnn1 (stereo not given)
46. COc1ccc(C(=O)N2CCN(C(=O)Cc3ccccc3)CC2)cc1
47. CCN(CC)S(=O)(=O)c1ccc(OC)c(NC(=O)c2ccc(N3CCCC3=O)cc2)c1
48. C=CCN(CC(=O)NC1CCS(=O)(=O)C1)S(=O)(=O)c1ccccc1C(F)(F)F (stereo not given)
49. CC(C)(C)OC(=O)N/N=C/c1cn(-c2ccccc2)nc1-c1cccnc1
50. CCN(CC)C(=O)c1sc(NC(=O)C(C)C)c(C#N)c1C
51. CCCCS(=O)CC(COC)OC(=O)c1ccccc1 (stereo not given)
52. Cc1ccc(C(Sc2ccccc2)C(Cn2cncn2)C(=O)c2ccccc2)cc1 (stereo not given)
53. Cc1cc(Br)ccc1NS(=O)(=O)c1c(C)[nH]c(=O)[nH]c1=O
Screen / compound no.	41	42	43	44	45	46	47	48	49	50	51	52	53
TAAR1 agonist	1	11	2	0	0	2	1	4	9	-1	5	16	2
CHO-K1 Ca antag	-17	-15	-3	5	-24	1	-24	2	-12	0	0	-2	-11
TAAR1 antagonist	-1	6	-2	2	-2	14	-10	-1	45	13	-5	7	-39
CHO-K1 Ca PAM	7	12	12	-3	15	18	20	-21	17	-7	7	13	10
M1 antag	-2	-3	0	-12	-13	6	-2	-6	2	5	-5	5	-1
CHO-K1 Ca ag	1.7	0.7	0.9	0.3	-0.5	0.1	0.1	-0.9	2.4	0.1	-0.4	1.3	0.7
CHO parental Ca	.	-18	-18	.	.	19	-16	1	-20	-12	-5	-34	-8
CHRM1 PAM	7	3	1	4	5	1	5	3	-5	-2	4	-7	2
M1 ag	-6	-4	-5	-3	-1	-4	-5	-3	24*	-3	-6	-2	-5
